Screens (PubChem BioAssay)
NOD1 NF-kB reporter = NOD1 signaling inhibitors, primary screen, cell-based, luminescence, uHTS (AID 1578). 1% of 290,000 active. one-dose inhibition, % at 4 µM; EC50 in µM for titrated hits. NOD1-driven NF-kB luciferase reporter cells, luminescence; higher % means a stronger effect; in the data active = inhibition mostly above about 36%, no sharp cut-off; inactive = mostly below about 34%;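 also: HEK-293T reporter cells stimulated with the NOD1 agonist gamma-tri-DAP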
HIV peptide binding = inhibitors of HIV fusion peptide binding, primary screen, biochemical, uHTS, fluorescence dequenching (AID 1986). 0.3% of 290,000 active. cell-free peptide binding, fluorescence dequenching, 30 min; higher % means a stronger effect. inhibition, % at 20 µM; hits with a dose series show IC50 in µM; in the data active = inhibition mostly above about 52%, no sharp cut-off; inactive = mostly below about 76%; also: some results filed as inactive read as strong as hits
NOD2 inhibition = inhibition of NOD2-driven NF-kB reporter – cell-based, luminescence, uHTS, HEK293 (AID 1566); HEK293 NOD2/NF-kB luciferase reporter, luminescence; higher % means a stronger effect; one-dose inhibition, % at 4 µM; EC50 in µM for titrated hits; 0.63% of 290,000 active; also: many of its hits are not listed in these tables
KOR beta-arrestin-1 = kappa opioid receptor activators – cell-based, luminescence, uHTS, primary screen (AID 1777); 0.02% of 280,000 active; KOR beta-arrestin recruitment, luminescence; higher % means a stronger effect; activation, % at 10 µM, or EC50 in µM where a hit was titrated; in the data active = activation above about 50%, passing the limit was not always enough; also: a part of the inactive calls stands beside numbers as strong as those of hits
Siah-1 displacement = Siah-1 peptide-binding antagonists, primary screen, biochemical, fluorescence polarization, rhodamine-plectin, uHTS (AID 1817) | Siah-1 / rhodamine-plectin peptide fluorescence polarization; higher % means a stronger effect | 0.02% of 290,000 active | one-dose displacement, % at 20 µM; IC50 in µM for titrated hits;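 active = displacement of at least 50% at 20 µM, with a fluorescence ratio check between 0.3 and a set limit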;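 also: plate controls were Siah plus tracer with DMSO for no effect and tracer alone without Siah for full effect; strong numbers were not always called active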
KOR beta-arrestin-2 = KOR antagonists, beta-arrestin recruitment, cell-based, luminescence, uHTS (AID 1778); 0.091% of 290,000 active; KOR beta-arrestin recruitment, luminescence, antagonist mode; higher % means a stronger effect; inhibition, % at 10 µM, or IC50 in µM where a hit was titrated; also: strong numbers were not always called active
LYP inhibition = PTPN22 lymphoid phosphatase activity blockers – biochemical, fluorescence intensity, uHTS (AID 1779) | one-dose inhibition, % at 11.5 µM; IC50 in µM for titrated hits | recombinant LYP phosphatase, fluorescence intensity; higher % means a stronger effect | 0.054% of 290,000 active;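 also: plate controls were vehicle with enzyme for no effect and no enzyme for full effect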
PhoP inhibition = inhibitors of PhoP regulon expression, primary screen, Salmonella Typhimurium, GFP reporter (AID 1863). S. Typhimurium PhoP-regulated promoter GFP reporter, 4 h; higher % means a stronger effect. inhibition, % at 50 µM, or IC50 in µM where a hit was titrated. 0.16% of 300,000 active;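 active = inhibition over 29.93%, a cutoff 3 SD above the screen mean, later confirmed by dose response; inconclusive = inhibition over 29.93% but no dose response follow-up; inactive = inhibition at most 29.93% or unconfirmed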;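 also: 0% = low Mg2+ inducing control and 100% = high Mg2+ repressing control; strong numbers were not always called active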
Myeloid diff 2 = compounds promoting myeloid differentiation; ER-HoxA9 myeloid progenitors, lysozyme-GFP differentiation, flow cytometry; calls only at 10 µM; 1% of 360,000 active; AID 624256;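 active = normalized GFP-positive differentiation at or above the plate's own cutoff, the solvent-only control mean plus 3 SD; inconclusive = no clear call, values can overlap the other calls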;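 also: cells exposed to compound for four days before flow analysis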
Myeloid diff 2 GFP+ MAC1+ % = recorded beside Myeloid diff 2, whose call it bears; GFP+ MAC1+ double positive, %; measured here: differentiation confirmed by MAC1 staining
* marks the source's active call; other numbers are inactive results; i = inactive; ? = inconclusive; . = not tested or not shown; [ ] = remark or other dose. Rule as the data show it, unless noted: active = inhibition above about 50%; inactive = the rest.

SMILES	NOD1 NF-kB reporter	HIV peptide binding	NOD2 inhibition	KOR beta-arrestin-1	Siah-1 displacement	KOR beta-arrestin-2	LYP inhibition	PhoP inhibition	Myeloid diff 2	Myeloid diff 2 GFP+ MAC1+ %
N#Cc1cc(S(=O)(=O)c2ccccc2)c(N)[nH]c1=O	1%	0.1%	7%	-2.8%	0%	-86%	-10%	13%	i	0.8
CCOC(=O)c1c(C)oc2c1c1c(c3ccccc32)OCN(Cc2cccnc2)C1	21%	19%	21%	0.3%	-3%	-57%	5%	1%	i	0.6
Cn1nc(C(=O)Nc2ccccc2N2CCCC2)c2ccccc2c1=O	4%	-1.9%	-6%	-8.2%	-5%	23%	-1%	4%	i	0.9
CCN(CC)CCCn1c(C)cc2c(c1=O)C(c1ccccc1)C(C#N)=C(N)O2 (stereo not drawn)	-32%	0.8%	8%	-2.1%	22%	-3%	-5%	-8%	i	1.1
COc1cccc(C2CC3(CC(C)(C)NC(=S)N3)Oc3cc(O)ccc32)c1 (stereo not drawn)	-5%	-3.6%	8%	-1.0%	-3%	0%	8%	3%	i	0.1
Cc1occc1C(=O)Nc1cccc([N+](=O)[O-])c1C	-12%	-0.7%	4%	0.6%	-2%	-12%	1%	5%	i	0.5
CCOC(=O)Nc1ccc(S(=O)(=O)Nn2cnnc2)cc1	9%	-2.5%	-7%	-1.2%	-2%	38%	-7%	5%	i	5.7
O=C(CCn1cnnn1)Nc1ccc(Cl)c(Cl)c1	2%	-0.5%	17%	1.1%	-1%	-87%[20 µM]	-7%	4%	i	0.4
CCn1c2ccccc2c2cc(NS(=O)(=O)c3ccc(C)cc3)ccc21	11%	1.4%	-12%	3.1%	3%	-34%	3%	-9%	i	1.1
COc1ccc(-n2c(Cc3cccn3C)nnc2SCC(=O)NCc2ccco2)cc1	-12%	4.3%	2%	2.5%	3%	-16%	-3%	-8%	i	1.8
CCOC(=O)c1cnc(SCC(=O)Nc2cc(C(F)(F)F)ccc2N2CCOCC2)nc1N	22%	-0.6%	-8%	30%	-5%	-18%	4%	21%	i	0.6
CCN(CC)c1ccc(C(=O)c2ccccc2C(=O)O)c(O)c1	-37%	4.4%	-9%	4.3%	103%	-3%	-2%	3%	i	0.4
O=S(=O)(c1ccc2ccccc2c1)N1CCN(S(=O)(=O)N2CCOCC2)CC1	-3%	1.5%	7%	-0.5%	6%	27%	1%	-1%	i	1.8
Cn1c(Cc2cccs2)nnc1SC/C=C/c1ccccc1	16%	-1.4%	8%	0.3%	-1%	-17%	-3%	-2%	i	0.8
Nc1ccc(-c2sc(N)nc2-c2ccccc2)cc1	-4%	-3.5%	12%	3.9%	4%	-37%	0%	10%	i	0.9
CCS(=O)(=O)c1ccc2c(c1)N(S(C)(=O)=O)CC(C(=O)NCc1ccccc1OC)O2 (stereo not drawn)	10%	2.9%	-7%	5.5%	-1%	4%	5%	-8%	i	0.8
CCCOc1ccc(/C(O)=C2\C(=O)C(=O)N(c3ccccn3)C2c2ccccc2F)cc1C (stereo not drawn)	-9%	10%	47%	-2.5%	4%	-13%	-1%	2%	i	0.6
CCOc1cccc2cc(C(=O)N3CCc4ccccc43)c(=O)oc12	-35%	1.3%	-20%	-4.0%	-1%	16%	1%	-8%	i	13
O=C1N/C(=C\c2ccc(O)cc2)C(O)=C1C=NCc1ccccc1	-18%	0.9%	10%	3.1%	-8%	8%	-4%	2%	i	0.5
CCOC(=O)N1CCN(C(=S)NCCOC)CC1	-4%	1.9%	5%	-2.8%	-5%	-1%	-3%	8%	i	0.5
CCN(C(=O)COC(=O)/C=C/c1ccccc1[N+](=O)[O-])C1CCS(=O)(=O)C1 (stereo not drawn)	-12%	-0.9%	15%	-8.8%	3%	-9%	-6%	-4%	i	0.2
O=C(COC(=O)c1cc(-c2cccs2)nn1-c1ccccc1)Nc1cc([N+](=O)[O-])ccc1Cl	-25%	-0.1%	-8%	-3.7%	5%	-2%	7%	-1%	i	0.2
Cn1nnnc1SCC(=O)Nc1ccc2c(c1)OCCO2	-7%	-2.0%	-52%	-3.6%	-1%	-7%	-2%	7%	i	0.4
COc1ccc(/C=N/NC(=O)c2ccc3c(c2)NC(=O)C(C)(C)O3)cc1OC	1%	0.9%	22%	-3.5%	4%	-27%	-6%	-3%	i	0.4
O=C(CN(c1ccc(Cl)cc1)S(=O)(=O)c1ccccc1)N1CCN(c2ccccc2)CC1	-29%	2.2%	-23%	3.2%	-1%	2%	2%	-2%	i	0.8

Arranged by length of the SMILES (highest first): some entries from above
SMILES	NOD1 NF-kB reporter	HIV peptide binding	NOD2 inhibition	KOR beta-arrestin-1	Siah-1 displacement	KOR beta-arrestin-2	LYP inhibition	PhoP inhibition	Myeloid diff 2	Myeloid diff 2 GFP+ MAC1+ %
O=C(COC(=O)c1cc(-c2cccs2)nn1-c1ccccc1)Nc1cc([N+](=O)[O-])ccc1Cl	-25%	-0.1%	-8%	-3.7%	5%	-2%	7%	-1%	i	0.2
CCS(=O)(=O)c1ccc2c(c1)N(S(C)(=O)=O)CC(C(=O)NCc1ccccc1OC)O2 (stereo not drawn)	10%	2.9%	-7%	5.5%	-1%	4%	5%	-8%	i	0.8
CCN(C(=O)COC(=O)/C=C/c1ccccc1[N+](=O)[O-])C1CCS(=O)(=O)C1 (stereo not drawn)	-12%	-0.9%	15%	-8.8%	3%	-9%	-6%	-4%	i	0.2
CCCOc1ccc(/C(O)=C2\C(=O)C(=O)N(c3ccccn3)C2c2ccccc2F)cc1C (stereo not drawn)	-9%	10%	47%	-2.5%	4%	-13%	-1%	2%	i	0.6
CCOC(=O)c1cnc(SCC(=O)Nc2cc(C(F)(F)F)ccc2N2CCOCC2)nc1N	22%	-0.6%	-8%	30%	-5%	-18%	4%	21%	i	0.6
O=S(=O)(c1ccc2ccccc2c1)N1CCN(S(=O)(=O)N2CCOCC2)CC1	-3%	1.5%	7%	-0.5%	6%	27%	1%	-1%	i	1.8
COc1cccc(C2CC3(CC(C)(C)NC(=S)N3)Oc3cc(O)ccc32)c1 (stereo not drawn)	-5%	-3.6%	8%	-1.0%	-3%	0%	8%	3%	i	0.1
CCOc1cccc2cc(C(=O)N3CCc4ccccc43)c(=O)oc12	-35%	1.3%	-20%	-4.0%	-1%	16%	1%	-8%	i	13
Cn1nc(C(=O)Nc2ccccc2N2CCCC2)c2ccccc2c1=O	4%	-1.9%	-6%	-8.2%	-5%	23%	-1%	4%	i	0.9
N#Cc1cc(S(=O)(=O)c2ccccc2)c(N)[nH]c1=O	1%	0.1%	7%	-2.8%	0%	-86%	-10%	13%	i	0.8
Cn1nnnc1SCC(=O)Nc1ccc2c(c1)OCCO2	-7%	-2.0%	-52%	-3.6%	-1%	-7%	-2%	7%	i	0.4
Nc1ccc(-c2sc(N)nc2-c2ccccc2)cc1	-4%	-3.5%	12%	3.9%	4%	-37%	0%	10%	i	0.9

Continuation.
SMILES	NOD1 NF-kB reporter	HIV peptide binding	NOD2 inhibition	KOR beta-arrestin-1	Siah-1 displacement	KOR beta-arrestin-2	LYP inhibition	PhoP inhibition	Myeloid diff 2	Myeloid diff 2 GFP+ MAC1+ %
O=C(CSc1nnc2scc(-c3ccccc3)n12)Nc1nsc(-c2ccccc2)n1	-2%	-2.7%	19%	-4.3%	6%	-29%	-2%	14%	i	0.5
CC12CCC(C(=O)N(c3cccc(Cl)c3)C1=O)C2(C)C (stereo not drawn)	-10%	0.7%	21%	1.9%	5%	38%	1%	6%	i	0.4
CCOC(=O)c1c(C)n(C)c2c(C)cc(O)c(OC(C)=O)c12	-25%	-1.0%	0%	4.5%	1%	11%	-1%	-4%	i	0.3
Cc1ccccc1CSc1nnc(-c2ccncc2)o1	-27%	0.0%	-1%	-2.9%	3%	-8%	-3%	-3%	i	0.3
c1ccn2c(CNc3ncnc4sccc34)nnc2c1	-24%	2.8%	4%	-3.8%	22%	21%	-5%	33%	i	0.6
COc1ccc2oc(=O)c(C(=O)OCC(=O)c3ccc([N+](=O)[O-])cc3)cc2c1	-13%	3.0%	14%	-2.7%	0%	7%	-5%	0%	.	.
CCOC(=O)C1CCCN(CC(=O)Nc2c(C(=O)OC)[nH]c3ccc(Cl)cc23)C1 (stereo not drawn)	1%	-0.6%	12%	-0.4%	2%	1%	-10%	-2%	i	1.2
COc1ccc(C(=O)OCC(=O)Nc2ccc(F)cc2F)cc1OC	4%	-1.5%	-5%	2.0%	-4%	10%	0%	20%	i	0.4
CN(C)S(=O)(=O)N1CCN(c2ccccc2Cl)CC1	2%	-0.2%	-4%	-4.6%	-1%	21%	-7%	-3%	i	7.8
COC(=O)c1[nH]c2cc(OC)ccc2c1N	-12%	0.9%	-3%	-2.8%	3%	24%	-3%	20%	i	1.0
COc1ccccc1NC(=O)CCC(=O)Nc1nnc(C(F)(F)F)s1	-2%	3.3%	12%	-2.1%	4%	21%	-5%	2%	i	8.4
CCOc1cc2[nH]c(=S)n(CCCOC)c(=O)c2cc1OCC	-22%	0.2%	-14%	3.8%	-1%	-43%	-1%	-6%	i	4.8
Cn1cccc1C(=O)OCC(=O)NC1CCS(=O)(=O)C1 (stereo not drawn)	-22%	-0.2%	2%	-3.9%	0%	6%	-6%	-1%	i	0.3
CCc1cc(=O)oc2cc(OCC(=O)NCCN3CCOCC3)c(Cl)cc12	-17%	-0.3%	11%	9.6%	-5%	-26%	-5%	3%	?	.
CCN(C(=O)c1c(N)cnn1C)c1ccccc1	-32%	-0.9%	4%	-2.2%	2%	-12%	-6%	3%	i	0.6
CN(CC1CCCN(CCc2ccc(F)cc2)C1)C(=O)CCC(N)=O (stereo not drawn)	12%	-1.3%	-1%	-6.2%	-9%	-38%[20 µM]	-6%	3%	i	0.5
O=C(NCCCNC(=O)c1cnccn1)c1ccc(Cl)cc1	-24%	-1.2%	-2%	-2.3%	15%	-6%	-9%	-1%	i	2.1
CN1CCN(CC#CCn2c3ccccc3c3ccccc32)CC1	-20%	-0.9%	14%	2.1%	1%	-85%	-8%	1%	i	4.1
O=C(CN(C(=O)CCC(=O)Nc1nccs1)c1ccccc1F)NCC1CCCO1 (stereo not drawn)	-17%	1.3%	-1%	-1.0%	1%	10%	-6%	-1%	i	0.7
CCOc1ccccc1CNC(=O)C1CCCN(c2nnc(C)c3c(C)n(-c4ccccc4)nc23)C1 (stereo not drawn)	-18%	8.5%	39%	15%	1%	-19%	-12%	-1%	i	3.8
CC(=O)c1ccc(OCC(=O)NCC(c2ccco2)N2CCCCC2)cc1 (stereo not drawn)	9%	-1.6%	10%	1.9%	-9%	-6%	-8%	-3%	i	0.2
COc1ccc(-c2csc(N(CCCN(C)C)C(=O)c3ccccc3C)n2)cc1	12%	4.8%	-66%	6.6%	-5%	-66%[20 µM]	-14%	-3%	i	0.3
COc1ccccc1NC(=O)CN1CCN(S(=O)(=O)c2ccc(Br)cc2)CC1	-29%	2.8%	-4%	-2.0%	4%	-2%	1%	1%	i	0.9
Cc1cc(NC(=O)CCC(=O)N(Cc2ccco2)C2(C(=O)NC3CCCC3)CCCCC2)no1	-8%	0.8%	1%	1.3%	1%	-33%	-8%	-1%	i	2.5

Only part of the results is shown; rates above refer to the full screens.
